# GSTO1 inh – counter-screen for RBBP9 inhibitors: inhibitors of human GSTO1; P78417; recombinant GSTO1, activity-based probe fluorescence polarization; inhibition, % at 5.96 µM; hit rate 1.1% among 300,000; AID 1974;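 active = inhibition above the campaign mean inhibition plus 3 SD, cut at about 35% in these data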;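 note: 0% = GSTO1-1 with DMSO and 100% = wells lacking GSTO1-1 enzyme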
# Target sequence (P78417 whole entry, looked up): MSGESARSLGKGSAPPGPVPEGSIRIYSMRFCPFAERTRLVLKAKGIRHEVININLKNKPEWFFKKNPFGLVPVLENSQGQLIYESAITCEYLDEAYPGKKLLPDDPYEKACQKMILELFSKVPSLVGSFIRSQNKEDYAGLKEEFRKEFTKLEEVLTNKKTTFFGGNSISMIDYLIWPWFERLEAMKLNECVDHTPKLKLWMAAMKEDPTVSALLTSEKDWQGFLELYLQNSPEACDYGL
# PAFAH1B3 FP inh – inhibitors of human PAFAH1B3; hit rate 0.28% among 340,000; inhibition, % at 3.39 µM; recombinant PAFAH1B3, FP-rhodamine probe, fluorescence polarization; AID 492972; Q15102;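 active = inhibition above the screen-wide average of all tested compounds plus 3 SD, cut at about 25% in these data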;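 note: 0% = enzyme with DMSO only and 100% = wells lacking PAFAH1B3 protein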
# Target sequence (Q15102 whole entry, looked up): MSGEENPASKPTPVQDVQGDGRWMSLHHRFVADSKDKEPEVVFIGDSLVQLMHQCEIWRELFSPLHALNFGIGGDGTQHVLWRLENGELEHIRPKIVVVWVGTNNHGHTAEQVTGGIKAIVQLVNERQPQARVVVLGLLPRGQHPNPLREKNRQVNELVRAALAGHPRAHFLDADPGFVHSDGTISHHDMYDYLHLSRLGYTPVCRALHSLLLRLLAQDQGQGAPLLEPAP
# PAFAH2 FP inh – PAFAH2 (human) inhibition; Q99487; recombinant PAFAH2, FP-rhodamine activity probe, fluorescence polarization; inhibition, % at 3.39 µM; hit rate 0.99% among 340,000; AID 492956;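 active = inhibition above the mean over all tested compounds plus 3 SD, cut at about 30% in these data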;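 note: inhibitors block probe labeling of enzyme so polarization drops; 0% = enzyme with DMSO and 100% = wells lacking PAFAH2 protein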
# PAFAH1B2 inh – PAFAH1B2 (human) inhibition. inhibition, % at 3.39 µM. AID 492953. hit rate 1.2% among 340,000. P68402. recombinant PAFAH1B2, FP-rhodamine activity probe, fluorescence polarization;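 active = inhibition above the mean of all tested compounds plus 3 SD, cut at about 24% in these data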;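 note: 0% = enzyme with DMSO and 100% = wells lacking PAFAH1B2; many of its hits are not listed in these tables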
# LYPLA1 inh – blocks human lysophospholipase 1, a PME1 counter-screen. hit rate 0.16% among 320,000. AID 2174. inhibition, % at 5.9 µM. O75608. recombinant LYPLA1, FP-Rh probe fluorescence polarization;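 active = inhibition above the mean of all tested compounds plus 3 SD, set per campaign, cut at about 14% in these data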;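 note: inhibitors block serine hydrolase probe labeling of LYPLA1 so polarization falls; 0% = enzyme with DMSO and 100% = wells lacking LYPLA1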
# PAD4 FP inh – blocks human protein arginine deiminase 4; Q9UM07; recombinant PAD4, RCA probe fluorescence polarization; inhibition, % at 6.36 µM; hit rate 0.41% among 330,000;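 active = percent inhibition above a cutoff equal to the mean of all tested compounds plus 3 SD, cut at about 15% in these data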;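 note: 0% = PAD4 with RCA probe and DMSO and 100% = probe without PAD4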
# PME-1 primary – PME-1 (human) inhibition; AID 2130; recombinant PME-1, FP-Rh probe fluorescence polarization; inhibition, % at 5.9 µM; hit rate 0.53% among 320,000;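 active = inhibition above the campaign mean of all compounds plus 3 SD, cut at about 26% in these data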;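 note: competitive labeling of PME-1 active site by serine hydrolase directed probe; 0% = PME-1 with DMSO and 100% = wells lacking PME-1 enzyme; inhibitors block probe labeling so polarization falls and inhibition rises; many of its hits are not listed in these tables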
# Target sequence (Q9Y570 whole entry, looked up): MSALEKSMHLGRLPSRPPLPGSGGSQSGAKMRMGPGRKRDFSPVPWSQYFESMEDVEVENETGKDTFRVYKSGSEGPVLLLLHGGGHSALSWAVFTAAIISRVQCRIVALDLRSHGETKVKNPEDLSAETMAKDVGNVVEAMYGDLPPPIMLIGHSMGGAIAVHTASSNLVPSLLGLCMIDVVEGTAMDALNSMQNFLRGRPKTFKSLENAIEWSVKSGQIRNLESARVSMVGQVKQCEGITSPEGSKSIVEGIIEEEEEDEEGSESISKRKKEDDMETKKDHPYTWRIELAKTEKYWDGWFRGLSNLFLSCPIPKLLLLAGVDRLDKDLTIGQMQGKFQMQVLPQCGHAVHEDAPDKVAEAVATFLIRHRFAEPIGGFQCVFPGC
# Fam108B counter – Fam108B inhibition, counter-screen for RBBP9 inhibitors; recombinant Fam108B, FP-Rh probe fluorescence polarization; inhibition, % at 9.51 µM; hit rate 0.33% among 300,000;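 active = inhibition above the screen mean inhibition plus 3 SD, computed separately per campaign, cut at about 18% in these data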;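 note: inhibitors lower polarization as less probe binds the enzyme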
# pPAFAH inh – inhibitors of human plasma PAF acetylhydrolase (pPAFAH). Q13093. recombinant pPAFAH, FP-rhodamine probe fluorescence polarization. inhibition, % at 3.39 µM. hit rate 1.5% among 330,000. AID 463082;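 active = inhibition above the mean inhibition across the screen plus 3 SD, cut at about 25% in these data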;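 note: inhibitors block binding of the rhodamine activity-based probe so polarization drops; 0% = enzyme with DMSO and 100% = wells lacking pPAFAH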
# Active calls of the source: *; nt = not tested or not shown.
1. COc1ccc(-n2c(N)c(C(=O)NCc3ccco3)c3nc4ccccc4nc32)cc1OC
2. O=C(CSc1cccc2cccnc12)N/N=C/c1cccnc1
3. CCOC(=O)c1nn(-c2ccc(F)cc2)cc1O
4. COc1cc(/C=N/NC(=O)CNC(=O)c2ccco2)ccc1O
5. Cc1ccc(NC(=O)C(C)N2C(=O)c3ccccc3C2=O)c(C)c1 (stereo not drawn)
6. CC(C)C(=O)O/N=C(\N)c1ccccn1
7. O=C(CN1C(=O)CC(c2ccccc2)S(=O)(=O)c2ccccc21)N1CCCC1 (stereo not drawn)
8. O=C(NCc1ccco1)c1ccc(Oc2ccccc2)cc1
9. CC1Cn2c(nnc2C23CC4CC(CC(C4)C2)C3)S1 (stereo not drawn)
10. COc1cc(S(=O)(=O)N(Cc2ccc(C)cc2)Cc2ccco2)ccc1-n1cnnn1

assay / compound,1,2,3,4,5,6,7,8,9,10
GSTO1 inh,6,37*,2,-4,10,1,2,2,3,6
PAFAH1B3 FP inh,6,nt,9,12,7,14,1,2,7,1
PAFAH2 FP inh,13,nt,-3,-3,0,-1,1,-1,3,2
PAFAH1B2 inh,-4,nt,0,5,0,0,5,5,-3,-1
LYPLA1 inh,4,3,3,1,3,5,-4,4,2,-3
PAD4 FP inh,-2,-4,-4,2,-2,2,0,-3,-2,-3
PME-1 primary,5,0,-3,2,-2,2,5,1,0,1
Fam108B counter,-1,-1,6,0,10,0,1,3,-4,1
pPAFAH inh,3,-1,0,4,2,3,1,9,4,2

# Random excerpt: 4 records from the list
6. CC(C)C(=O)O/N=C(\N)c1ccccn1
2. O=C(CSc1cccc2cccnc12)N/N=C/c1cccnc1
3. CCOC(=O)c1nn(-c2ccc(F)cc2)cc1O
4. COc1cc(/C=N/NC(=O)CNC(=O)c2ccco2)ccc1O

assay / compound,6,2,3,4
GSTO1 inh,1,37*,2,-4
PAFAH1B3 FP inh,14,nt,9,12
PAFAH2 FP inh,-1,nt,-3,-3
PAFAH1B2 inh,0,nt,0,5
LYPLA1 inh,5,3,3,1
PAD4 FP inh,2,-4,-4,2
PME-1 primary,2,0,-3,2
Fam108B counter,0,-1,6,0
pPAFAH inh,3,-1,0,4

# Further structures:
11. Cc1ccc(NCC(=O)N/N=C/c2cc3ccccc3nc2Cl)cc1
12. O=C(O)C1CC=CCC1C(=O)NCc1ccc2c(c1)OCO2 (stereo not drawn)
13. COc1ccc(C(CC(=O)N2CCOCC2)C(C)C)cc1 (stereo not drawn)
14. O=C(COc1ccccc1)N/N=C/c1ccc(O[C@@H]2O[C@H](CO)[C@@H](O)[C@H](O)[C@H]2O)cc1
15. COc1cc(C2CC(=O)C3=C(C2)Nc2ncnn2C3c2cccs2)cc(OC)c1OC (stereo not drawn)
16. Cc1c(/N=C/c2ccco2)n(Cc2ccccc2)c2ccccc12
17. COc1ccc(C(=O)NC(Nc2ccccc2)C(Cl)(Cl)Cl)cc1 (stereo not drawn)
18. Cc1ccc2nc(N(CCCN(C)C)C(=O)c3cc4ccccc4oc3=O)sc2c1
19. CCCCCC(=O)Nc1c(-c2cccs2)c(=O)c2ccccc2n1C
20. COc1ccc(CN2CCOCC2)cc1OC

assay / compound,11,12,13,14,15,16,17,18,19,20
GSTO1 inh,-8,-1,-1,-2,15,2,1,2,-1,-7
PAFAH1B3 FP inh,7,1,1,16,nt,9,-1,6,10,8
PAFAH2 FP inh,-2,1,0,1,nt,3,-5,-3,1,0
PAFAH1B2 inh,2,5,1,11,nt,7,-5,3,-4,2
LYPLA1 inh,-3,0,2,-4,0,-1,-2,-3,-2,1
PAD4 FP inh,-9,-2,4,2,7,0,1,11,-4,4
PME-1 primary,18,-5,-1,0,-4,9,3,-1,-3,-4
Fam108B counter,4,-2,-3,2,-2,3,-1,0,0,-1
pPAFAH inh,9,0,0,-3,-1,2,4,6,-4,3

21. CCC(C(=O)Nc1ccsc1C(=O)OC)c1ccccc1 (stereo not drawn)
22. CCCCOc1ccc(C(=O)N2CCN(c3ccc(N4CCOCC4)nn3)CC2)cc1
23. Cc1cc(C)c2c(N)c(C(=O)NN3CC(=O)N(c4ccccc4F)CC3=O)sc2n1
24. N#Cc1cccc(NC(=O)COC(=O)c2ccc3c(=O)n4c(nc3c2)CCC4)c1
25. CC(C)CNC(=O)COC(=O)c1cccc(S(=O)(=O)NCC(F)(F)F)c1
26. Cc1ccsc1C(=O)Nc1ccccc1N1CCOCC1
27. Cc1ccc(C23CCC(=O)N2C(C(=O)O)CS3)c(C)c1 (stereo not drawn)
28. COC(=O)Cc1ccc(NC(=S)NCc2ccccc2OC)cc1
29. O=S(=O)(Nc1ccc(-c2ccc(N3CCOCC3)nn2)cc1)c1cc(Cl)ccc1Cl
30. NCCCCCc1nnc(SCC(N)=O)o1

assay / compound,21,22,23,24,25,26,27,28,29,30
GSTO1 inh,5,-9,-2,-5,2,1,-4,-3,-3,15
PAFAH1B3 FP inh,-5,10,8,nt,4,4,-3,1,10,0
PAFAH2 FP inh,2,-3,0,nt,31*,6,4,6,10,1
PAFAH1B2 inh,5,1,3,nt,2,8,6,0,1,6
LYPLA1 inh,0,2,1,-2,-2,4,-1,-1,4,-7
PAD4 FP inh,6,5,-2,1,-3,1,0,3,0,0
PME-1 primary,1,3,5,5,-3,4,3,3,21,-4
Fam108B counter,-3,3,-3,0,-1,0,1,3,1,-4
pPAFAH inh,6,18,7,-8,13,0,6,6,3,4

31. C/C(=N\NC(=O)c1ccc(-c2ccccc2)cc1)c1cccc(N)c1
32. CCSC1=NC(=O)/C(=C2/C=Cc3ccccc3N2CC)S1
33. CCCn1c(SCC(=O)NC2CC2)nnc1-c1ccccn1
34. CCOc1ccc(Cl)cc1CSc1n[nH]c(C)n1
35. COc1ccc(N=C2C(=O)Nc3c(C)cccc32)cc1
36. Cc1cc2nnc(SCC(=O)N(C)C3CCS(=O)(=O)C3)n2c2ccccc12 (stereo not drawn)
37. O=C(NCc1ccc(F)cc1)c1cccc2c1C(=O)c1ccc(N3CCC(Cc4ccccc4)CC3)cc1S2(=O)=O
38. CCOC(=O)c1cc(C)sc1/N=C/C1C(=O)CC(C)(C)CC1=O
39. O=C(CN1C2CCCC1CC(NC(=O)c1ccccc1)C2)Nc1nccs1 (stereo not drawn)
40. O=C(CSc1nnc(-c2ccncc2)n1-c1ccccc1)Nc1ccc(C(=O)O)cc1

assay / compound,31,32,33,34,35,36,37,38,39,40
GSTO1 inh,4,25,-1,3,10,8,nt,1,2,4
PAFAH1B3 FP inh,6,4,4,nt,13,10,-21,3,-3,nt
PAFAH2 FP inh,10,-10,-1,nt,-5,0,-16,4,-11,nt
PAFAH1B2 inh,2,3,3,nt,5,1,-12,2,0,nt
LYPLA1 inh,1,4,1,0,-3,-3,nt,3,-2,2
PAD4 FP inh,-2,4,-8,-3,0,-6,-21,-2,-4,-2
PME-1 primary,-6,0,0,-2,-2,2,nt,7,-3,2
Fam108B counter,-1,4,-5,-2,3,1,nt,5,2,2
pPAFAH inh,-6,-4,-6,5,2,8,-3,1,1,3

41. CCOc1ccccc1OC(C)C(=O)Nc1ccc(S(=O)(=O)N2CCCC2)cc1 (stereo not drawn)
42. CCNC(=S)NNC(=O)c1ccncc1
43. CCc1ccccc1NC(=O)CN(C)C(=O)CSc1nnc(Nc2cccc(C)c2C)s1
44. N#CCCN(Cc1cccnc1)C(=S)NC(=O)C1CC1
45. Cc1cc(C)n2cc(CSc3nc4ccccc4[nH]3)nc2n1
46. CSc1ccc(CCNS(=O)(=O)c2ccc3c(c2)C(C)(C)C(=O)N3C)cc1
47. CCOC(=O)Cc1nnc(NC(=O)C23CC4CC(CC(C4)C2)C3)s1
48. COCCNc1cc(NCCOC)c([N+](=O)[O-])cc1[N+](=O)[O-]
49. CCCCNC(=O)NNc1nc(Cl)cc(C)c1C#N
50. CC(NC(=O)CC1Nc2ccccc2NC1=O)c1ccccc1 (stereo not drawn)

assay / compound,41,42,43,44,45,46,47,48,49,50
GSTO1 inh,-2,20,8,6,1,24,-7,2,13,7
PAFAH1B3 FP inh,4,4,6,nt,7,1,-4,11,7,4
PAFAH2 FP inh,0,-5,2,nt,0,6,-1,-2,8,12
PAFAH1B2 inh,-3,3,4,nt,4,6,15,5,3,7
LYPLA1 inh,1,3,0,-3,2,-2,2,1,-2,-4
PAD4 FP inh,0,-4,4,0,8,-4,-2,0,-2,-8
PME-1 primary,13,4,6,0,-6,1,-4,6,2,-2
Fam108B counter,0,1,0,-1,-1,-3,-2,-1,2,0
pPAFAH inh,3,0,21,2,3,19,5,2,-3,8

51. Cc1cccc(-n2c(O)c(C=Nc3cccc(O)c3)c3ccccc3c2=O)n1
52. CCOP(=O)(Nc1ccc2oc(=O)c3ccccc3c2c1)OCC
53. CCc1nnc(NC(=O)c2cccnc2)s1
54. COC(=O)[C@@H](c1ccccc1)N(C)S(=O)(=O)c1cccc(S(=O)(=O)N(C)[C@@H](C(=O)OC)c2ccccc2)c1
55. Cc1nc2ccc(C(=O)Nc3ccc4nc[nH]c4c3)cc2[nH]1
56. CCSc1nnc2ccc(-c3ccco3)nn12
57. Cc1ccc(F)cc1N=Cc1c(O)c2ccccc2oc1=O
58. CN=C1S/C(=C\c2ccc(N3CCOCC3)c(F)c2)C(=O)N1C
59. C/C(=N\NC(=O)c1ccc(Cl)cc1)c1ccccn1
60. CNC(=O)c1ccc(CNC(=O)OCC(F)(F)F)cc1

assay / compound,51,52,53,54,55,56,57,58,59,60
GSTO1 inh,-7,-7,-3,2,-3,-4,-4,8,2,-2
PAFAH1B3 FP inh,6,7,-5,5,4,0,-5,-2,15,5
PAFAH2 FP inh,-7,2,14,-2,-2,-3,1,6,0,-1
PAFAH1B2 inh,-1,6,3,2,4,4,0,-3,1,5
LYPLA1 inh,3,-2,-5,0,-1,-1,1,3,-3,1
PAD4 FP inh,-7,-4,1,-1,1,-3,0,0,-6,4
PME-1 primary,2,6,-3,5,0,-5,-1,-5,-2,-5
Fam108B counter,7,2,3,-5,3,-4,2,6,1,-1
pPAFAH inh,-2,6,-2,4,1,5,8,8,-3,0

61. CCN(CC)C(=O)COC(=O)C1=NN(c2cc(C)ccc2C)C(=O)CC1
62. CNC(=O)/C=C1\NC(C)(C)Cc2c1ccc1ccccc21
63. CC1CCCC(C)N1C(=O)COC(=O)c1ccc[nH]c1=O (stereo not drawn)
64. CC(C)C(C(=O)NCC1CCCO1)N(C(=O)CNS(=O)(=O)c1ccccc1)c1ccc(F)cc1 (stereo not drawn)
65. CCn1c(C(O)c2cccc(OC)c2OC)nc2ccccc21 (stereo not drawn)
66. CC(C)Cc1ccc(CN2CCCC(NC(=O)CSc3nncn3C)C2)cc1 (stereo not drawn)

assay / compound,61,62,63,64,65,66
GSTO1 inh,5,0,0,-1,0,4
PAFAH1B3 FP inh,-2,-1,1,1,4,5
PAFAH2 FP inh,8,3,2,1,-1,4
PAFAH1B2 inh,-5,2,6,3,-3,0
LYPLA1 inh,-2,1,4,-1,-2,1
PAD4 FP inh,1,1,-1,-1,6,-5
PME-1 primary,-1,1,-3,0,-6,-2
Fam108B counter,-1,7,2,1,1,-3
pPAFAH inh,-1,3,7,-4,-9,6

# Screening results deposited in PubChem by The Scripps Research Institute Molecular Screening Center.

# Not all compounds are listed (hit frequency here may not be typical).
